E-selectin induc: E-selectin induction on HUVECs; P16581; HUVEC E-selectin immunofluorescence imaging; normalized: neutral wells 0, TNF-alpha wells 100; activation, % at 7.58 µM; hit rate 0.37% among 260,000; AID 686992;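 active = mean E-selectin-positive cell signal at least 10% of the positive control, reached in at least 60% of replicates, without over 20% cell loss; inconclusive = no rule given, readout overlaps actives, possibly toxicity-flagged; inactive = the rest, including those meeting only one limit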;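 also: in these data hits start at about 27%; measured in HUVEC primary endothelial cells; signal is the percent of cells scored E-selectin positive by PE staining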
Target sequence (P16581 whole entry, looked up): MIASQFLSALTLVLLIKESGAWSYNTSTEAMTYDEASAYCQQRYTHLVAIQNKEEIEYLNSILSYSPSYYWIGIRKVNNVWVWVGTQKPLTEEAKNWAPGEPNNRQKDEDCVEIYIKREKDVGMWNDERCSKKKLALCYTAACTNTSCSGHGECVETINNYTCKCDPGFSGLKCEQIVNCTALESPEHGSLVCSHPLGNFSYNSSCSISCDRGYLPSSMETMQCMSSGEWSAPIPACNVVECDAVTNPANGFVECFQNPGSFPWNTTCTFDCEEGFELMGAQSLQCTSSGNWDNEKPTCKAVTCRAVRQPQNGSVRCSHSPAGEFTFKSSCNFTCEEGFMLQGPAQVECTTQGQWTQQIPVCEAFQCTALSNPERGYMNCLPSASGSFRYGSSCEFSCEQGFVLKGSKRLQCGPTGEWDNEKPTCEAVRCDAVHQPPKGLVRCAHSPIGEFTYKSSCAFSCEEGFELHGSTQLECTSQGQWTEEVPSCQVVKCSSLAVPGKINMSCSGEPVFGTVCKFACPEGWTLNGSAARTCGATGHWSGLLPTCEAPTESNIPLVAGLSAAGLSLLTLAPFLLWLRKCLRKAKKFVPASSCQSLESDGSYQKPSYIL
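Test system: HUVEC; input: 3,000 HUVEC/well; measured by: immunofluorescence imaging; read-out: % PE-positive cells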
SIRT5 inh: inhibitors of human sirtuin-5 desuccinylase. inhibition, % at 15 µM. hit rate 1.1% among 330,000. Q9NXA8. Purified SirT5, succinyl-peptide AMC, trypsin-coupled fluorescence. AID 652115; in the data active = inhibition above about 15%; inconclusive = no clear call, values can overlap the other calls
Target sequence (Q9NXA8 whole entry, looked up): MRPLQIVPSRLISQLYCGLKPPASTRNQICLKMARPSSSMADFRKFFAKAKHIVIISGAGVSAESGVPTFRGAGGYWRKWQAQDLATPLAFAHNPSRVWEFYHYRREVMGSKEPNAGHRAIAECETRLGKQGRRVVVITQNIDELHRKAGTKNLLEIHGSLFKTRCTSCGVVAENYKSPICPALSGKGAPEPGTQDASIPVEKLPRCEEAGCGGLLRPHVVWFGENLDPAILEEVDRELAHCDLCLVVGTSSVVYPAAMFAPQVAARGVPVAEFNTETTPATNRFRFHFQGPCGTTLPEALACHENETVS
S100A4 MyoIIA: blocks human S100A4 binding to myosin IIA peptide; P26447; S100A4/TAMRA-MyoIIA peptide fluorescence polarization; inhibition, % at 10.7 µM; hit rate 0.14% among 360,000; AID 652163;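 active = mean inhibition of at least 70% across replicates, with every replicate also reaching that level; inconclusive = mean inhibition reaches 70% but some replicates fall short; inactive = mean inhibition below 70%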
Target sequence (P26447 whole entry, looked up): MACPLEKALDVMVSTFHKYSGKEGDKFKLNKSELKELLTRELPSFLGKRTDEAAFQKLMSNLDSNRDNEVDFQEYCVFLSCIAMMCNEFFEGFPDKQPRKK
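Material: S100A4 monomer protein | Medium: HEPES pH 7.2 with CaCl2, KCl, NaCl, DTT, Triton | Reagent: Labelled myosin peptide probe, 5 nM | Doses: One dose per compound | Times: 5 min incubation before reading | Benchmarks: Neutral control DMSO, positive control TFP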
PglD inh: PglD (C. jejuni) enzyme inhibition; purified PglD enzyme, DTNB colorimetric CoA detection; AID 602405; inhibition, % at 12.5 µM; hit rate 0.098% among 360,000; in the data active = inhibition above about 16%, passing the limit was not always enough; inconclusive = no clear call, values can overlap the other calls; also: strong numbers were not always called active
C2C12 statin: suppressors of simvastatin-induced myotoxicity in C2C12 myotubes | ATP luminescence, 48 h; scaled: DMSO 0, geranylgeraniol control 100 | rescue of ATP level, % at 7.49 µM | hit rate 0.78% among 330,000;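 active = mean ATP rescue above about 67%, or every replicate alone reaching that limit, limit read from the data, passing the limit was not always enough; inconclusive = no clear call, values can overlap the other calls; inactive = mean under the limit and some replicate under it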;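 also: myotubes were challenged with 10 µM simvastatin during compound exposure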
DENV2 CPE: DENV2-induced cell death inhibition; hit rate 1.7% among 350,000; CPE inhibition, % at 9.99 µM; DENV2-infected cells, cytopathic effect rescue, plate reader; in the data active = CPE inhibition above about 20%, passing the limit was not always enough; inconclusive = no clear call, values can overlap the other calls; tested in BHK-21 cells;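 also: 0% = median of neutral control wells and 100% = median of positive control wells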
ERp5 inh: inhibitors of human ERp5; AID 651711; ERp5 insulin aggregation, absorbance 650 nm, 90 min; inhibition, % at 9.99 µM; hit rate 0.05% among 350,000;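 active = mean replicate inhibition above about 25%, with every replicate also reaching it, limit read from the data, passing the limit was not always enough; inconclusive = only one of those two criteria met; inactive = neither criterion met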
An asterisk follows results filed as active; u = inconclusive; x = no result given; & = joins results of further samples. Not all compounds are listed. The share of hits here may be higher or lower than overall.

SMILES	E-selectin induc	SIRT5 inh	S100A4 MyoIIA	PglD inh	C2C12 statin	DENV2 CPE	ERp5 inh
O=C(C[C@H]1CC[C@H]2[C@@H](COC[C@H](O)CN2Cc2nccs2)O1)NCc1ccccc1F	-0.1	-5	4	-2	-15	12	0
CN(C)C(=O)c1ccc(-c2ccc([C@H]3[C@H](CO)N4C(=O)CN(C(=O)C5CCCC5)C[C@@H]34)cc2)cc1	-0.1	-5	4	x	x	-19	1
CN(C)S(=O)(=O)c1ccc(S(=O)(=O)NCc2cccs2)cc1	0.0	0	-2	-3	4	-3	5
COc1ccc(N2CCN(C(=O)C3CC(=O)N(c4ccc(C)cc4)C3)CC2)cc1 (centres undefined)	x	2	7	6	x	x	3
Cc1cc(S(=O)(=O)N2CCN(c3ccccc3O)CC2)c(C)s1	x	-1	-1	3	-9	-2	-7
O=C(NCCc1ccc(F)cc1)C(=O)Nc1cc2c3c(c1)CC(=O)N3CCC2	x	-5	-3	7	-6	-2	3
Cc1cc(NC(=O)C2CC(=O)N(c3cccc(C)c3C)C2)no1 (centres undefined)	-0.2	-1	-2	-1	2	10	1
CC(C)CC#Cc1ccc2c(c1)O[C@H](CN(C)C(=O)c1cccnc1)[C@@H](C)CN([C@@H](C)CO)S2(=O)=O	0.1	4	-4	4	-29	u	0
CCN(CC)S(=O)(=O)c1cccc(C(=O)OCC(=O)Nc2ccc3c(c2)c2ccccc2n3CC)c1	-0.1	-4	-2	x	x	16	-1
COc1ccc2c(c1)C(=C(C#N)C#N)C(=O)N2CCc1ccccc1	0.0	-1	-3	1	x	-3	3
O=C(NN1C(=O)/C(=C/c2cccc(O)c2)SC1=S)c1ccccc1O	x	7	5	-3	-3	7	0
COc1cc(NC(=O)C2CCCN(S(=O)(=O)c3ccc4c(c3)oc(=O)n4C)C2)cc(OC)c1 (centres undefined)	0.0	0	0	x	-3	-4	2
C[C@@H]1CN([C@@H](C)CO)C(=O)Cc2cc(NS(=O)(=O)c3cn(C)cn3)ccc2O[C@H]1CN(C)Cc1ccc(C(F)(F)F)cc1	-3.5	-3	5	-5	-22	0	2
C[C@H](CO)N1C[C@H](C)[C@H](CN(C)C(=O)Nc2cc(F)ccc2F)Oc2cc(-c3ccc(C#N)cc3)ccc2S1(=O)=O	-0.6	-1	-16	2	-15	-7	-2
N#Cc1cccc(-c2ccc([C@H]3[C@@H](CO)N4CCCCN(C(=O)Nc5ccc(F)cc5)C[C@H]34)cc2)c1	0.2	0	-13	-2	x	-6	-2
COC(=O)[C@@]1(Cc2ccccc2)[C@H]2C(=O)N(Cc3ccccc3)C(=O)[C@H]2[C@H]2CN=C(SCc3ccccc3)N21	x	-5	-4	-2	-16	8	0
COc1ccccc1CNC(=O)CN1C(=O)NC(c2ccccc2)(c2ccccc2)C1=O	-0.1	-1	-11	x	6	-1	-2
CCCNC(=O)N1CC2(C1)[C@H](c1ccccc1)[C@@H](CO)N2C(=O)C1CCCCC1	0.1	-3	0	x	x	7	0
CC(C)(C)c1ccc(OCC(=O)N2CCN(c3ccccn3)CC2)cc1	x	1	2	2	6	6	-4
CC1=C(C(=O)OC2CCCCC2)C(c2ccccc2)NC(=O)N1 (centres undefined)	-0.1	1	-1	4	10	u	2
CC(=O)C1=NOC2C(=O)N(c3ccccc3)C(=O)C12 (centres undefined)	-0.4	-2	-1	7	-5	-8	4
O=C(O)c1cc2[nH]c3c(c2cc1Cl)CCCC3	x	-2	-1	-2	3	14	-5
Cc1nc(Cl)c(C(=O)NCCc2ccccc2)c(C)c1[N+](=O)[O-]	0.0	-5	-4	-4	-4	5	3
CCOCc1c(C(=O)N2CCN(CCOc3ccc(Cl)cc3)CC2)oc2ccccc12	-0.2	-3	-2	0	18	-6	-1

Sorted by heavy-atom count (rising): 4 of the compounds above.
SMILES	E-selectin induc	SIRT5 inh	S100A4 MyoIIA	PglD inh	C2C12 statin	DENV2 CPE	ERp5 inh
CC(=O)C1=NOC2C(=O)N(c3ccccc3)C(=O)C12 (centres undefined)	-0.4	-2	-1	7	-5	-8	4
Cc1nc(Cl)c(C(=O)NCCc2ccccc2)c(C)c1[N+](=O)[O-]	0.0	-5	-4	-4	-4	5	3
COc1ccccc1CNC(=O)CN1C(=O)NC(c2ccccc2)(c2ccccc2)C1=O	-0.1	-1	-11	x	6	-1	-2
C[C@@H]1CN([C@@H](C)CO)C(=O)Cc2cc(NS(=O)(=O)c3cn(C)cn3)ccc2O[C@H]1CN(C)Cc1ccc(C(F)(F)F)cc1	-3.5	-3	5	-5	-22	0	2

Further records follow.
SMILES	E-selectin induc	SIRT5 inh	S100A4 MyoIIA	PglD inh	C2C12 statin	DENV2 CPE	ERp5 inh
CC(C)NC(=O)N(C)C[C@@H]1OCc2cnnn2CCCC(=O)N([C@H](C)CO)C[C@@H]1C	0.4	-3&0	3&44	-3	4&4	-3&-6	-5&-1
CCCCNC(=O)O[C@@H]1C[C@@H]2CCN3C(=O)CCC[C@H]([C@H]1CC)[C@H]23	-0.1	2	-1	2	2	2	-2
CC(C)(C)C(CO)NC(=O)c1ccc[nH]1 (centres undefined)	-0.3	2	-2	3	22	18	7
COc1ccc(S(=O)(=O)Nc2cccc3c2O[C@H](CN(C)S(=O)(=O)c2ccccc2)[C@@H](C)CN([C@H](C)CO)C3=O)cc1	-0.4&1.2	-4	14&0	7	-15	-11&-5	-5&4
Cc1ccc(C(=O)NCCC(=O)NCc2cc(=O)n(C)c(=O)n2C)cc1	1.2	-2	1	-5	-12	0	5
Cc1ccc(S(=O)(=O)NC(=O)c2cc(C)n(-c3ccccc3)c2C)cc1	-8.2	-4	0	0	x	9	2
CC(C)[C@@H](CO)NC(=O)c1ccc2c3n(nc2c1)-c1ccccc1CO3	-0.1	x	-7	2	-65	0	10
CCS(=O)(=O)N1Cc2cc(C(=O)NCC3CC3)nc(-c3cccc(-c4cccnc4)c3)c2[C@@H]1CCO	2.3	x	0	x	x	16	-3
CC(C)C#Cc1ccc([C@@H]2[C@@H](CO)N3CCCCN(C(=O)NC(C)C)C[C@H]23)cc1	0.0	-3	-5	-2	x	8	6
CCCc1cc(=O)[nH]c(SCC(=O)Nc2cccc3ccccc23)n1	-10	0	0	5	51	1	1
O=C(O)CCNC(=O)c1cncc(Br)c1	x	-3	2	-1	1	1	3
COc1ccc(NC(=O)CSc2nc(C3CC3)nc3ccccc23)c(OC)c1	x	6	-2	-4	3	-3	1
CCCCn1nnnc1C(c1ccccc1)N1CCN(c2ccc(C(F)(F)F)cn2)CC1 (centres undefined)	-0.7	-1	3	x	x	7	-2
COc1ccc(CCNC(=O)C(C)SCc2ccccc2)cc1 (centres undefined)	x	4	-3	-4	-10	-4	1
COCCNC(=O)/C(C#N)=C/c1ccc(O)c([N+](=O)[O-])c1	x	0	-2	x	x	x	3
Oc1cc2c(cc1CN1CCN(c3ncccn3)CC1)OCO2	x	0	-8	-3	-5	8	2
CC1CCN(S(=O)(=O)c2cccc(C(=O)Nc3nncs3)c2)CC1	0.2	-4	-5	-2	3	-3	-10
CCc1noc(C)c1C(=O)N1CCN(S(=O)(=O)c2ccc(Br)cc2)CC1	-2.2	-3	3	0	-22	19	-2
C=C(C(=O)c1ccccc1)C(C(=C)C(=O)c1ccccc1)c1ccc(OC)cc1	x	-2	21	x	x	-9	3
CCC(Oc1ccccc1OC)C(=O)Nc1ccc2c(c1)OCO2 (centres undefined)	0.2	-1	-2	3	17	-10	1
O=C(C1CCC1)N1CC[C@@H]2[C@H]1c1cc(C#Cc3cccc(F)c3)ccc1N[C@@H]2CO	0.6	6	-23	-2	-3	u	1
C[C@H]1CN([C@@H](C)CO)C(=O)c2cc(/C=C/c3ccccc3)cnc2O[C@@H]1CN(C)C(=O)c1ccc(F)cc1	-0.3	3	55	-1	17	-8	0
CC1CCCCC12NC(=O)N(CC(=O)Nc1ccc(OC(F)F)cc1)C2=O (centres undefined)	x	-11	5	-8	3	1	2
COCC(C)NC(=O)c1nn(Cc2ccccc2)c(=O)c2ccccc12 (centres undefined)	x	5	0	-2	-3	-1	-2
CCOc1ccc(NC(=O)CN(C)C(=O)c2c(C)nn(Cc3ccccc3Cl)c2C)cc1OCC	x	-5	-6	-1	6	-5	2
O=C(C[C@@H]1CC[C@H]2NC[C@@H](O)COC[C@@H]2O1)Nc1nccs1	0.1	0	-6	4	-14	-3	0
CCN(CC)c1nc(C(F)(F)F)nc2c1nnn2Cc1ccccc1	x	x	-6	-8	19	-2	-7
O=C(c1sc2ccccc2c1Cl)N1CCN(c2ccccn2)CC1	-0.1	-1	-4	-2	12	3	1
O=C1C2C(c3ccccc3)CC=CC2[C@H](c2ccc3ccccc3c2)N1Cc1ccccc1 (some centres undefined)	0.0	x	-3	-3	-5	x	4
COc1ccc(S(=O)(=O)Nc2ccc3c(c2)C(=O)N([C@@H](C)CO)C[C@@H](C)[C@H](CN(C)CC2CCCCC2)O3)cc1	-0.4	-2	3	-6	30	-6	-1
COc1ccc(CNC(=O)C/C(C)=N/NC(=O)c2ccc([N+](=O)[O-])cc2Cl)cc1	x	x	1	-5	4	4	-2
COc1ccc(CN2CCNC(=O)C2CC(=O)O)c(OC)c1 (centres undefined)	0.2	x	-1	-3	-14	-3	-1
CN1CCN(C(=O)c2ccc(-c3cc4nc(NCc5cccnc5)n(C)c(=O)c4s3)cc2)CC1	0.1	-5	-8	0	4	5	-3
Cc1cc(C)nc(SCc2ccc(C(=O)N/N=C/c3ccco3)cc2)n1	x	4	4	x	x	4	1
O=C(Nc1ccc(S(=O)(=O)Nc2nccs2)cc1)c1cnc(Cl)c(Cl)c1	0.2	8	5	x	x	-2	5
COc1ccc(CCNC(=O)CSC2=NS(=O)(=O)c3cc(Cl)ccc3N2)cc1OC	x	-3	1	3	x	6	-3
CCOC(=O)N1CCN(c2c(NCc3cccs3)c(=O)c2=O)CC1	0.2	1	4	4	x	8	3
CCO/C(C)=C1/SC(=S)NC1=O	x	-1	-18	-5	1	u	1
C[C@@H]1CN([C@H](C)CO)C(=O)c2ccccc2-c2ccccc2CO[C@H]1CN(C)S(=O)(=O)c1ccc(C(F)(F)F)cc1	3.3	8	-2	5	x	-11	0
CCS(=O)(=O)Nc1ccc2c(c1)C(=O)N(C)[C@H]1CC[C@@H](CC(=O)NC)O[C@H]1CO2	-0.2	-9	2	-2	6	-4	-1
Cc1ccc(NC(=O)CN(C)C(=O)c2ccccn2)cc1	x	-5	3	0	6	-3	1
CCOc1ccc(N(C(=O)c2snc(C(N)=O)c2N)C(C)C(=O)NC2CCCCC2)cc1 (centres undefined)	x	-2	-6	1	4	7	3
O=C(C[C@H]1CC[C@H](NC(=O)Nc2cc(F)ccc2F)[C@@H](CO)O1)NCc1ccccn1	-0.4	1	3	-3	-18	13	-1
C[C@@H]1CCCCO[C@@H](CN(C)S(C)(=O)=O)[C@@H](C)CN([C@H](C)CO)C(=O)c2cc(NC(=O)Nc3ccc(F)cc3)ccc2O1	0.1	x	x	1	x	-6	x
CCCCn1c(N)c(N(CC)C(=O)c2ccc([N+](=O)[O-])c(C)c2)c(=O)[nH]c1=O	20	-1	0	-1	2	11	0
COc1cccc(C(=O)O[C@@H]2[C@H](Cc3ccccc3)NS(=O)(=O)[C@H]3C[C@@H]4C=C[C@]23O4)c1	x	0	-6	0	-10	-8	3
CCC(=O)N(C)C[C@@H]1Oc2cc(-c3ccccc3F)ccc2S(=O)(=O)N([C@H](C)CO)C[C@H]1C	-0.3	-2	2	-3	-50	-12	-2
C[C@@H]1CN([C@@H](C)CO)C(=O)c2cc(NC(=O)Nc3ccc(F)cc3)ccc2O[C@@H](C)CCCCO[C@H]1CN(C)Cc1ccccc1	0.2	-9	-6	-6	x	40*	-5
CCCC(=O)Nc1ccc2c(c1)C(=O)N(C)C[C@H](OC)[C@@H](C)CN(CCC(F)(F)F)[C@@H](C)CO2	0.1	1	0	-2	2	-8	5
